MITF TRPM1 HTS = MITF TRPM1 promoter activation in melanoma cells. SK-MEL-5 TRPM1-promoter luciferase, 24 h; % of positive control, neutral wells = 0. activation, % at 12.5 µM. 300,000 compounds, 0.75% hits;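 active means mean activation of at least 80% with every replicate also reaching 80%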;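 further: 0% = neutral control wells and 100% = parthenolide positive control wells; values of inactives mirror those of a sister screen read the other way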
NSD2 HMT inh = inhibitors of human histone methyltransferase NSD2. 310,000 compounds, 0.54% hits. inhibition, % at 12.5 µM. AID 743445. NSD2 peptide methylation, AlphaScreen, 120 min. O96028; in the data active means inhibition above about 50%
Target sequence (O96028 whole entry, looked up): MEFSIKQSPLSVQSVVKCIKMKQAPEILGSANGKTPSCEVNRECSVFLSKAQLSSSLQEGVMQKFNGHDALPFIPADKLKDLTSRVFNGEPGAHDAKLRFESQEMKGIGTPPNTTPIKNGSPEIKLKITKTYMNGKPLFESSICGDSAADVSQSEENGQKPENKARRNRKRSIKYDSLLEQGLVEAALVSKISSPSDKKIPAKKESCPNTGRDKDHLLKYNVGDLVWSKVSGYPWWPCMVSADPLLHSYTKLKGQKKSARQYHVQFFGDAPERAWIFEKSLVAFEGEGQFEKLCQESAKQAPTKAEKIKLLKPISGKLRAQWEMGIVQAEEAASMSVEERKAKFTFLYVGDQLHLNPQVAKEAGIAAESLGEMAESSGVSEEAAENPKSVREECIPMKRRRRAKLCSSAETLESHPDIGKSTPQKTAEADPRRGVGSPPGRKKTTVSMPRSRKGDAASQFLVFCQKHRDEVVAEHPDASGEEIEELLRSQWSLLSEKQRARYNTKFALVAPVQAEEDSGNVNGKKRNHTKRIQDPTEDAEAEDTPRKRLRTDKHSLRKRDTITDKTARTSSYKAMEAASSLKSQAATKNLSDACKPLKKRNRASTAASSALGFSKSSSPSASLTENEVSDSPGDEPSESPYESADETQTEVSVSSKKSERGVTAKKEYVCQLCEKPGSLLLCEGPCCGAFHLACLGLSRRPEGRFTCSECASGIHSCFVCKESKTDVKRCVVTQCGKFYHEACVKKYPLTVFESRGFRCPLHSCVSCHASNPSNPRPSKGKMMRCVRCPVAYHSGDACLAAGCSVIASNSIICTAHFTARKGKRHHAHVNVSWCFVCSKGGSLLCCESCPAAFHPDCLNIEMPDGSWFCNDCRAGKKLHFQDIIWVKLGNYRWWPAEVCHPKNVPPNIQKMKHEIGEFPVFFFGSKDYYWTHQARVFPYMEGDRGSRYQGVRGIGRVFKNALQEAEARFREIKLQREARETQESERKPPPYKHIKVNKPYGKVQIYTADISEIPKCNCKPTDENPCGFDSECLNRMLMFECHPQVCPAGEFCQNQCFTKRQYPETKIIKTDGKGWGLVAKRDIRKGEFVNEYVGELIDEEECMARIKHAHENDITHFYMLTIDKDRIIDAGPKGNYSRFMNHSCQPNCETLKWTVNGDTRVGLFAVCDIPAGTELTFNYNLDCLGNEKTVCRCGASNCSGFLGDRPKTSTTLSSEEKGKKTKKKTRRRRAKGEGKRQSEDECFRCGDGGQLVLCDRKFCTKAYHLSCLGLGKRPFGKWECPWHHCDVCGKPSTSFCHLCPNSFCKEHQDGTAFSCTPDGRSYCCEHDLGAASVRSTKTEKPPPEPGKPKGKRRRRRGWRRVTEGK
Rtt109 HAT inh = C. albicans Rtt109 histone acetyltransferase inhibition; purified Rtt109/Vps75, ThioGlo CoA-SH fluorescence, 4 h; Q5AAJ8; inhibition, % at 34.9 µM; 330,000 compounds, 0.16% hits;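 active means inhibition of at least 50% in every replicate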
dFosB activator = mouse delta FosB homodimer activation | purified delta FosB, TAMRA-CDK5 oligo fluorescence polarization; percent of positive-control signal above neutral wells | AID 493131 | activation, % at 25 µM | 340,000 compounds, 0.99% hits | P13346;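 active means mean activation above about 17%, with every replicate also reaching it, limit read from the data, passing the limit was not always enough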;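 further: fluorescence polarization rise as delta FosB binds a TAMRA Cdk5 AP-1 oligo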
SR-BI DiI-HDL act = SR-BI HDL lipid transfer activation; 320,000 compounds, 0.096% hits; activation, % at 12.5 µM; CHO ldlA[mSR-BI] cells, DiI-HDL uptake fluorescence, 3 h; 100 = double the neutral-control signal; AID 504775;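 active means mean replicate activation of at least 60% and every replicate at or above 60%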;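 further: 0% = median plate neutral-control signal and 100% = twice that signal; values of inactives mirror those of a sister screen read the other way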
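Assay system: LDL receptor-deficient CHO ldlA cells overexpressing murine SR-BI / Medium: BSA-supplemented, HEPES-buffered Ham's F12, pH 7.4 / Probe or stimulus: DiI-labelled HDL at 10 µg/mL final / Timing: compound with DiI-HDL co-incubation, 3 h at 37 °C / Technique: bottom-read cell fluorescence after medium removal, ex 550/em 595 nm / Measure: HDL uptake via cellular fluorescence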
PfHsp90 set2 = inhibits growth of yeast expressing Plasmodium falciparum Hsp90. S. cerevisiae expressing PfHsp90, BacTiter-Glo ATP, 48 h; yeast lacking PDR1 and PDR3 efflux regulators. inhibition, % at 9.4 µM. 310,000 compounds, 0.32% hits. AID 504621;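 active means every replicate shows inhibition above about 80%, whatever the replicate mean, limit read from the data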;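 further: 0% = DMSO neutral controls and 100% = 20 µM radicicol positive controls; yeast relying on Plasmodium falciparum Hsp90 in place of its own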
CAL PDZ FP-1 = inhibitors of human CAL PDZ peptide binding; Q9HD26; 300,000 compounds, 0.92% hits; purified CAL PDZ, TMR-peptide fluorescence polarization, 1 h; AID 602252; inhibition, % at 24.9 µM;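 active means mean inhibition of at least 30% with at least half of replicates also reaching 30%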;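 further: 0% = DMSO neutral control and 100% = excess unlabeled competitor peptide PRC23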
CAL PDZ FP-2 = inhibitors of human CAL PDZ peptide binding; Q9HD26; purified CAL PDZ, TMR-peptide fluorescence polarization, 1 h; inhibition, % at 20 µM; 330,000 compounds, 0.02% hits; AID 504414;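 active means highest replicate inhibition of at least 40%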;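 further: plate controls were DMSO neutral control wells for no effect and unlabeled competitor peptide control wells for full effect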
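Read-out basis: mP drop reported as inhibition | Assay system: Tagged CAL PDZ protein CerCALP, purified | Benchmarks: Unlabelled peptide for full inhibition, DMSO wells as neutral | Schedule: 1 h incubation at room temperature before polarization reading | Buffer or medium: Sodium phosphate/NaCl buffer pH 7.4 with TCEP, IgG, Thesit | Doses: Single point, 20 µM | Measured by: Fluorescence polarization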
SR-BI HDL uptake = mouse SR-BI HDL lipid transfer inhibition | ldlA[mSR-BI] CHO cells, DiI-HDL uptake fluorescence, 3 h | 320,000 compounds, 0.96% hits | inhibition, % at 12.5 µM;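 active means mean replicate inhibition of at least 70% and a set share of replicates each scoring 70 or more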;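 further: 0% = median of neutral control wells and 100% = median of positive control wells; values of inactives mirror those of a sister screen read the other way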
PvdQ acylase = P. aeruginosa PvdQ acylase inhibition. purified PvdQ acylase, fluorescence plate reader. inhibition, % at 10 µM. 340,000 compounds, 0.063% hits. AID 488965; in the data active means inhibition above about 30%, passing the limit was not always enough;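 further: 0% = vehicle neutral wells and 100% = reference inhibitor wells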
* marks the source's active call; other numbers are inactive results; · = no result given.

SMILES	MITF TRPM1 HTS	NSD2 HMT inh	Rtt109 HAT inh	dFosB activator	SR-BI DiI-HDL act	PfHsp90 set2	CAL PDZ FP-1	CAL PDZ FP-2	SR-BI HDL uptake	PvdQ acylase
CCOC(=O)c1c(NC(=O)CSc2nnc(CNc3ccc(OC)cc3)n2C)sc(C)c1C	·	-1.3	-3.8	-15.8	-44.0	·	-5.6	-0.5	44.0	-8.7
Cc1cccn2c(=O)c(/C=C3\SC(=S)N(CC(C)C)C3=O)c(NCCCOC(C)C)nc12	15.8	·	-2.7	-3.8	-27.5	7.8	-3.5	-0.6	27.5	-0.2
CC1CCCCN1C(=O)c1cnn2c(C(F)(F)F)cc(-c3ccco3)nc12 (stereo unspecified)	·	-1.3	-24.1	-6.6	-17.0	7.2	-1.4	-1.8	17.0	2.6
CCN(CC)S(=O)(=O)c1ccc2oc(SCC(=O)Nc3cc(C)on3)nc2c1	-24.6	2.1	-1.6	-2.5	4.1	-39.2	-3.0	-0.2	-4.1	-4.0
C/C(=N/Nc1nc(C)c(C)s1)c1cccc([N+](=O)[O-])c1	·	4.2	·	-4.8	-66.8	-4.5	-5.7	0.1	66.8	3.2
C/[N+]([O-])=C\c1ccc([N+](=O)[O-])o1	-17.8	4.4	-2.9	10.5	1.2	-54.7	3.8	-0.8	-1.2	-7.0
CC1CC(=O)N(Cc2ccccc2)c2ccccc2N1C=O (stereo unspecified)	-15.6	-1.5	2.4	3.6	-3.6	-6.4	·	-0.3	3.6	-6.1
COCCCN1C(=O)CC(C(=O)OC)=C1C	-11.0	2.6	·	0.3	9.7	66.5	-5.5	0.6	-9.7	-0.1
CCn1c(SCC(=O)NCc2ccco2)nc2cccnc21	6.8	1.4	-11.4	-2.2	12.7	-2.6	-1.0	·	-12.7	3.1
Cc1nc(-c2coc3cc(OCC(=O)O)ccc3c2=O)cs1	-11.3	0.6	2.7	-4.2	14.3	26.4	·	-0.8	-14.3	1.6
COCCNC(=O)Cc1ccc(Br)cc1	-2.3	-7.0	-4.4	-5.2	-0.2	6.8	-2.2	-1.2	0.2	9.4
O=C(c1ccc(-c2nnc(Nc3cccc(Cl)c3)c3ccccc23)cc1)N1C[C@H]2C[C@H](C1)c1cccc(=O)n1C2	0.0	-1.6	7.0	-33.1	-30.4	24.3	-8.6	-6.6	30.4	-4.5
Cc1ccc(S(=O)(=O)NN2C(=O)c3ccccc3NC2c2ccccc2)cc1 (stereo unspecified)	-6.3	-5.0	-5.7	1.9	11.2	3.9	-3.8	-1.9	-11.2	-7.9
CCOc1ccccc1-n1c(SCC(=O)N(CC)CC)nnc1-c1ccccn1	5.2	1.4	-8.0	-5.4	14.2	11.0	·	0.2	-14.2	-20.0
O=C(COC(=O)c1ccccc1[N+](=O)[O-])Nc1cccnc1Cl	17.2	-0.9	-2.5	-0.4	-8.0	·	-0.9	-1.3	8.0	-6.8
O=C(N/N=C/c1cccnc1)c1ccc(CN2c3cccc4cccc(c34)S2(=O)=O)cc1	-1.5	·	7.7	-2.7	1.8	13.4	·	-1.7	-1.8	-1.9
ON(CCc1ccccn1)CCc1ccccn1	-12.2	-0.5	-2.6	-9.2	6.0	5.0	-1.3	-2.6	-6.0	13.2
Cc1[nH]c2ccccc2c1SCC(=O)N1CCCCCC1	1.9	1.1	4.8	-11.0	-9.5	-13.3	·	-1.5	9.5	-14.9
Cc1cc(C)c(S(=O)(=O)N2CCN(C)CC2)c(C)c1	-13.0	4.0	6.9	-5.1	18.2	-1.9	0.6	·	-18.2	1.2
O=C(CSc1ccc(-c2ccccn2)nn1)c1ccccc1	44.4	·	-0.8	-13.5	·	4.8	-1.0	-3.1	·	-17.2
Cc1ccc(C(=O)OCC(=O)Nc2ncc(C(F)(F)F)cc2Cl)cc1NC(=O)c1ccco1	14.9	0.6	-5.3	3.4	-27.7	·	·	-1.4	27.7	-18.2
Cc1ccc(N(CC(=O)Nc2ccc(F)cc2)S(=O)(=O)N2CCCC2)cc1	·	-2.6	-10.9	-13.6	-0.7	31.6	·	-0.3	0.7	-16.0
COC(=O)[C@@H]1C[C@@]2(O)[C@H](O)[C@H](O)[C@H](O)C[C@H]2N1Cc1ccc(-c2ccccc2)cc1	-1.3	·	2.1	3.3	5.3	-5.6	-2.5	1.5	-5.3	-0.9
COC(=O)c1ccc(CCc2cc(O)c(Br)cc2O)cc1	4.9	-0.6	0.3	-1.1	-3.4	-3.9	1.0	-0.4	3.4	-13.0
O=S(=O)(Cc1ccccc1)N=Nc1c(O)[nH]c2ccc(Br)cc12	-29.5	·	-3.5	-2.3	7.9	3.1	81.5*	-0.3	-7.9	-4.4
Cc1ccc(-n2c(=O)c3c(C)c(C)sc3n(Cc3cc(=O)n4ccccc4n3)c2=O)cc1C	-3.2	-2.4	-4.6	-3.4	5.4	·	-0.6	-0.5	-5.4	-3.0
COc1cc(/C=N/N(C)c2ccccc2)cc(Cl)c1O	23.7	6.6	8.1	-12.7	41.2	-29.5	0.4	-3.1	-41.2	3.2
Cc1ccc(S(=O)(=O)N2CCN(C)CC2)cc1[N+](=O)[O-]	-5.9	15.4	-3.5	5.0	24.2	3.1	·	-0.3	-24.2	-11.0
CC(C)n1c(N2CCN(C(=O)Nc3ccc(F)cc3F)CC2)nc2ccccc21	11.9	11.6	-5.2	-7.1	-37.0	-2.9	-1.8	·	37.0	-3.8
Cc1ccc(NC(=O)c2cc(-c3ccc(C)c(C)c3O)n[nH]2)cc1C	5.3	2.6	9.3	22.6*	-11.1	-15.6	1.0	0.4	11.1	9.1
O=C(c1ccc(Br)cc1)N1CCCC(c2nc(-c3cccs3)no2)C1 (stereo unspecified)	·	-2.0	9.4	-5.9	14.7	10.7	·	0.4	-14.7	-11.4
CC(=O)N1CCCc2cc(S(=O)(=O)NCCC3=CCCCC3)ccc21	-26.0	1.4	-4.2	-5.8	-18.1	-29.7	-3.6	0.3	18.1	-11.9
Fc1ccc(Cn2cc(C(=S)N3CCOCC3)c3ccccc32)cc1	1.0	3.9	11.3	-7.3	-6.4	-16.5	52.2*	15.0	6.4	-6.5
O=C(CSc1ncccn1)NCc1ccccc1	38.6	-0.9	2.0	0.4	-2.5	4.2	-3.3	-0.7	2.5	2.6
COc1ccc(Cc2nnc(Nc3ccc(C)cc3)o2)cc1OC	·	0.2	-1.8	-5.0	6.7	8.7	·	-0.5	-6.7	-3.2
O=C(O)c1cc2ccccc2cc1Nc1ccccc1	-0.4	4.7	17.6	-8.2	-21.2	-14.5	0.8	1.8	21.2	13.3
c1coc(Cn2c(-c3ccco3)nc3ccccc32)c1	14.9	9.3	5.5	-5.0	3.5	5.4	-2.3	-0.5	-3.5	8.0
CC[n+]1c(/C=C2/C=C(C)CC(C)(C)C2)sc2ccc(OC)cc21	-28.7	35.8	19.3	-5.6	-5.0	-0.6	-1.5	0.5	5.0	-3.6
O=c1c(-c2ccc(O)cc2)coc2cc(O)cc(O)c12	99.6*	·	-2.9	1.6	9.1	11.0	-8.5	-1.3	-9.1	-17.9
CCn1cc(C(=O)N2CCCC2)c(=O)c2cc(S(=O)(=O)N(C)C)ccc21	6.3	·	-2.9	0.3	3.6	3.8	6.3	0.5	-3.6	9.6

One compound at a time, from the list above:
Results for `c1coc(Cn2c(-c3ccco3)nc3ccccc32)c1` = MITF TRPM1 HTS: 14.9; NSD2 HMT inh: 9.3; Rtt109 HAT inh: 5.5; dFosB activator: -5.0; SR-BI DiI-HDL act: 3.5; PfHsp90 set2: 5.4; CAL PDZ FP-1: -2.3; CAL PDZ FP-2: -0.5; SR-BI HDL uptake: -3.5; PvdQ acylase: 8.0
Results for `CC[n+]1c(/C=C2/C=C(C)CC(C)(C)C2)sc2ccc(OC)cc21` = MITF TRPM1 HTS: -28.7; NSD2 HMT inh: 35.8; Rtt109 HAT inh: 19.3; dFosB activator: -5.6; SR-BI DiI-HDL act: -5.0; PfHsp90 set2: -0.6; CAL PDZ FP-1: -1.5; CAL PDZ FP-2: 0.5; SR-BI HDL uptake: 5.0; PvdQ acylase: -3.6

The list continues.
SMILES	MITF TRPM1 HTS	NSD2 HMT inh	Rtt109 HAT inh	dFosB activator	SR-BI DiI-HDL act	PfHsp90 set2	CAL PDZ FP-1	CAL PDZ FP-2	SR-BI HDL uptake	PvdQ acylase
COc1cccc(NC(=O)CSc2nc3c(c(=O)n2C)SC(C)C3)c1 (stereo unspecified)	·	·	-3.9	-1.8	-38.8	-14.2	-7.3	-0.9	38.8	-1.9
CC1CCCCN1C(=O)CSc1nnc(Cc2ccccc2)n1C (stereo unspecified)	·	2.2	-0.9	-9.3	9.6	22.9	·	-0.5	-9.6	-7.6
Cc1cc(SC#N)cc(C)c1NC(=O)CCl	-35.4	-15.4	19.3	-1.8	-1.9	-38.3	-1.9	-2.0	1.9	-22.8
COc1ccc(S(=O)(=O)N2CCC(N3CCN(Cc4ccccc4)CC3)CC2)cc1	12.1	-1.4	-5.8	-2.2	11.1	16.9	-3.8	-2.5	-11.1	-15.1
COC(=O)CCc1c(C)c(C(=O)c2ccco2)c2ccccn12	-3.1	-2.4	7.0	0.5	-0.4	-43.2	-5.1	·	0.4	-3.4
Cn1c(SCc2nnc(-c3ccccc3)o2)nc2ccccc21	18.9	-0.3	-7.9	-6.5	-14.3	3.2	-6.1	-1.0	14.3	-9.5
O=C(c1cccc(S(=O)(=O)N2CCN(c3ccc(F)cc3)CC2)c1)N1CCN(c2ccccc2O)CC1	-7.2	-1.5	-1.2	-11.6	-62.2	·	-0.1	0.2	62.2	-14.9
CC(OC(=O)CC1CCCCC1)C(=O)Nc1ccc(F)cc1 (stereo unspecified)	-11.5	-0.2	-1.0	-3.9	28.1	-24.5	-2.5	-2.2	-28.1	-8.1
CCN(CC)S(=O)(=O)c1ccc(NC(=O)CN(c2ccc(OC)cc2OC)S(C)(=O)=O)cc1	·	-1.8	-0.6	-6.5	10.1	·	-0.1	-0.5	-10.1	-8.9
Cc1ccc2[nH]c(=O)c(COC(=O)C3CCCO3)cc2c1 (stereo unspecified)	0.9	-0.6	0.0	0.1	-4.3	2.6	4.0	0.1	4.3	-0.4
O=C(CCN1CCOCC1)NC12CC3CC(CC(C3)C1)C2	8.2	-4.3	8.2	6.6	10.9	-21.6	-2.3	1.0	-10.8	-16.4
CCOC(=O)Cc1c[nH]c2ccc([N+](=O)[O-])cc12	14.3	3.0	12.5	-2.5	7.6	·	·	-0.7	-7.6	7.1
O=S(=O)(c1ccc(Oc2ccccc2)cc1)N1CCOCC1	-2.5	-3.5	4.5	5.4	18.0	-4.9	-3.8	0.5	-18.0	6.1
C/C(=N/N1CCN(Cc2cccc3ccccc23)CC1)c1cccnc1	2.9	2.5	5.9	-2.7	0.2	7.8	-2.3	-0.4	11.6	-2.2
CC[C@H](C)[C@@H](CN[C@H](CCCCNC)CNC)NCC1CCCC1	0.9	·	5.2	-0.9	14.6	1.6	-2.1	-0.3	-14.6	7.1

Screening data from PubChem.
